Source: PubChem BioAssay
POLH inh = qHTS for Inhibitors of Polymerase Eta; DNA polymerase eta (Homo sapiens), Q9Y253; recombinant Pol eta, fluorescent DNA replication assay; Potency, µM (top dose mostly 114 µM), for the others: top-dose activity change, negative = inhibition, usual class: inhibitors; actives 1.2% (n = 390,000); AID 588591, 2011; note: % is set by controls: 0 for no effect and ±100 for the full control effect
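Pol eta at 10 nM preincubated with compounds 15 min at room temperature; reaction started with fluorescent substrate (50 nM final) and read kinetically at 0 and 10 min.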
Apoferritin bind = qHTS Assay for Identification of Novel General Anesthetics | apoferritin/1-aminoanthracene competitive binding, fluorescence | Potency, µM (titrated, usually from 77.5 µM), for inactives: at the highest dose activity change, negative = displacement, most hits filed as inhibitors | actives 0.074% (n = 350,000) | AID 485281, 2010; note: % is set by controls: 0 for no effect and ±100 for the full control effect; nearly all actives have a fitted effect of over 20% in size
Target sequence (P02791 2-175 limits assumed): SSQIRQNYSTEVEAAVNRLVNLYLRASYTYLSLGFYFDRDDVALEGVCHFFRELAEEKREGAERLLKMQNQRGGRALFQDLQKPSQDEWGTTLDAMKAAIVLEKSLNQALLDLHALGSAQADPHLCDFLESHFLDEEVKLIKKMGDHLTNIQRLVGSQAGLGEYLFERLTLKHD
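Probe: 1-aminoanthracene (50% saturated, PBS). Protein: horse-spleen apoferritin, 10 uM. Incubation: 10 min, room temperature. Detection: 380 nm excitation, 535 nm emission. Analysis: normalized response, four-parameter Hill.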
POLB inh = qHTS Assay for Inhibitors of DNA Polymerase Beta | actives 1.3% (n = 340,000) | Potency, µM (titrated, usually from 114 µM), inactives show top-dose activity change, negative = inhibition, most hits filed as inhibitors | P06746 | Pol beta primer extension/strand displacement, fluorescence kinetic; note: % is set by controls: 0 for no effect and ±100 for the full control effect
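Preincubation: enzyme (10 nM) with compound, 15 min, RT. Reaction: substrate added to 50 nM final. Reads: 0 and 10 min. Analysis: normalized, Hill fit.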
BLM inh = qHTS Assay for Inhibitors of Bloom's syndrome helicase (BLM) | AID 2528, 2010 | recombinant BLM DNA unwinding, fluorescence dequenching | actives 0.2% (n = 350,000) | Potency, µM (series often up to 56.1 µM), for the others: top-dose activity change, negative = inhibition, actives largely listed as inhibitors;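 note: plate controls were vehicle for no effect and no enzyme for full effect; nearly all actives have a fitted effect of over 35% in size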
BAZ2B inh = qHTS Assay for Inhibitors of BAZ2B; Potency, µM (highest dose often 114 µM), for the others: at the top dose activity change, negative = inhibition, hits mostly inhibitors; AlphaScreen BAZ2B-H3K14Ac peptide displacement; Bromodomain adjacent to zinc finger domain protein 2B (Homo sapiens), Q9UIF8; AID 504333, 2011; actives 4.4% (n = 360,000); note: % is set by controls: 0 for no effect and ±100 for the full control effect; nearly all actives have a fitted effect of over 60% in size
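Complex of BAZ2B and biotin-H3K14Ac (50 nM apiece) forms over 30 min at RT, then faces library compounds up to 110 uM for another 30 min; AlphaScreen beads added, 20 min dark incubation, luminescence read.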
POLK inh = qHTS for Inhibitors of Polymerase Kappa; Potency, µM (series often up to 107 µM), for inactives: at the highest dose activity, negative = inhibition, actives largely listed as inhibitors; actives 0.53% (n = 400,000); DNA polymerase kappa (Homo sapiens), Q9UBT6; purified Pol kappa, fluorescent DNA synthesis assay, 10 min; note: % is set by controls: 0 for no effect and ±100 for the full control effect
Target sequence (Q9UBT6 whole entry, looked up): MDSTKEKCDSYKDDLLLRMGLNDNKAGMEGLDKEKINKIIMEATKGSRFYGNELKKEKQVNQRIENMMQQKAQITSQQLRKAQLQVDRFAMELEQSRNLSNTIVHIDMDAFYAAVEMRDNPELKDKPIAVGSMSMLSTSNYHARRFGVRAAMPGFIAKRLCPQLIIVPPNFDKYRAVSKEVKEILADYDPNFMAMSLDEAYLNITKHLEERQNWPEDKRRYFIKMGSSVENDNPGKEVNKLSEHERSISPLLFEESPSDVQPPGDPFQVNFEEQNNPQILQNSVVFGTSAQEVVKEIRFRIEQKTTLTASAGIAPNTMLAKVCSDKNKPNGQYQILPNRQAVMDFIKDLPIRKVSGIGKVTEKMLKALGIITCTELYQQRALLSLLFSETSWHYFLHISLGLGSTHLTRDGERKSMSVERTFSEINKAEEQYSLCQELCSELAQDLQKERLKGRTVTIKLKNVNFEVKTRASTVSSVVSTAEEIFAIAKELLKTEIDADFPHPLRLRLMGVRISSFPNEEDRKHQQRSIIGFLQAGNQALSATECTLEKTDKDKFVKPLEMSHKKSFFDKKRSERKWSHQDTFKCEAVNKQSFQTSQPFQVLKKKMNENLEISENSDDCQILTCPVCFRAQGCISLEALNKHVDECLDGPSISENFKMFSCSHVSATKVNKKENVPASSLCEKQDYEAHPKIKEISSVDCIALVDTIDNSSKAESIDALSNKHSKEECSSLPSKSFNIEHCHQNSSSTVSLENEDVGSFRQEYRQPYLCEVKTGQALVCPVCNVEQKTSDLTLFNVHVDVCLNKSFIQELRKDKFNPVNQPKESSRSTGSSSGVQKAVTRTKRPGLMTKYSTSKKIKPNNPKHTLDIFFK
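Inhibition of 10 nM Pol kappa is measured by a fluorescent read-out at 0 and 10 min following addition of 50 nM substrate (final), with a 15-min room-temperature compound preincubation.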
POLI inh = qHTS for Inhibitors of Polymerase Iota; DNA polymerase iota (Homo sapiens), Q9UNA4; Pol iota fluorescent replication assay, 10 min; Potency, µM (series often up to 115 µM), for inactives: at the top dose activity, negative = inhibition, actives largely listed as inhibitors; actives 1% (n = 390,000); AID 588590, 2011
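Fluorescent replication assay read twice, at 0 min and 10 min after adding 50 nM (final) substrate. Enzyme (10 nM) and compounds were first incubated 15 min at room temperature; enzyme-free buffer wells were negative controls.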
APE1 inh = qHTS Assay for Inhibitors of the Human Apurinic/apyrimidinic Endonuclease 1 (APE1); AID 2517, 2012; actives 0.35% (n = 350,000); Potency, µM (titrated, usually from 65.8 µM), for inactives: at the highest dose activity change, negative = inhibition, most hits filed as inhibitors; DNA repair nuclease/redox regulator APEX1 (Homo sapiens), P27695; recombinant APE1, TAMRA/BHQ-2 abasic DNA cleavage fluorescence;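 note: plate controls were vehicle for no effect and reference inhibitor for full effect; nearly all actives have a fitted effect of over 55% in size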
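Quantitative HTS: incision of a TAMRA/BHQ-2 double-stranded substrate bearing a tetrahydrofuran abasic site by 0.75 nM APE1 raises fluorescence. Substrate 50 nM final, added after 15 min compound preincubation at room temperature; progress as third-minus-first kinetic read difference.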
G9a block = qHTS Assay for Inhibitors of Histone Lysine Methyltransferase G9a | Histone-lysine N-methyltransferase EHMT2 (Homo sapiens), Q96KQ7 | G9a H3K9 monomethylation, AlphaScreen, 2 h | Potency, µM (doses to about 102 µM), inactives show top-dose activity, negative = inhibition, actives largely listed as inhibitors | actives 8.8% (n = 350,000); note: % is set by controls: 0 for no effect and ±100 for the full control effect; nearly all actives have a fitted effect of over 75% in size
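AlphaScreen read-out: biotin-H3K9 peptide (500 nM) methylation by 20 nM enzyme with 20 uM SAM, 2 h at room temperature after 15 min compound preincubation; anti-monomethyl H3K9 antibody plus donor/acceptor beads, 10 min dark.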
Starred values were filed as active, the others as inactive; ? = inconclusive; nt = no result given; & = joins results of further samples; [ ] = another dose, or the depositor's remark. Calls come from the whole dose curve; as a rule, active = well fitted curve in the direction sought with a large enough effect; inconclusive = small, poorly fitted or top-dose-only effect, or another doubt; inactive = no such curve, though single readings can be large; an effect the other way counts as inactive or inconclusive. Potency is the fitted concentration of half-maximal effect. This is a subset, so the mix of outcomes need not match the whole.

smiles,POLH inh,Apoferritin bind,POLB inh,BLM inh,BAZ2B inh,POLK inh,POLI inh,APE1 inh,G9a block
CCCCOC(=O)Nc1nccs1,9%,-14%,7%,-14%,8%,-7%,31%[activator],19%,-26%[59 µM]
Cc1ccc(C)c(S(=O)(=O)NCc2ccc(C(=O)N3CCCCCC3)cc2)c1,-13%,-7%,36%,-2%,-2%,-2%,-17%,14%,30%[59 µM]
O=C1c2ccccc2C2=Nc3ccccc3SC(c3ccccc3F)C12 (configuration not stated),1%,?,-2%,-12%,8.9µM*,-18%,-1%,-3%,nt
Fc1ccc2cc(-c3ccccc3F)ncc2c1,-3%,nt,nt,nt,nt,-10%,-17%,-5%,nt
Cc1ccc(CCNc2nc3ccccc3c3nc(-c4ccccc4)nn23)cc1,-17%,1%,36%,-3%,1%,11%,47%[activator],nt,5%[59 µM]
CCCCn1c(SCC(=O)N2CCC(C)CC2)nc2cc(S(N)(=O)=O)ccc21,-1%,?,29%,-8%,-36%,-7%,3%,0%,7.9µM*
NCCn1oc(=O)[nH]c1=O,nt,4%,nt,nt,nt,6%[19.4 µM],nt,-1%,39%[59 µM]
Cc1cc(C)nc(-n2nc(C)c(Br)c2Nc2ccc(Br)cc2)n1,10%,-8%,-2%,-3%,3%,-2%,16%,1%,-43%
CCOC(=O)Cc1c(C)nc2c(C#N)c[nH]n2c1=O,-24%,-9%,7%,-3%,-6%,0%,-17%[58.9 µM],9%,79µM*
Cn1cc(Br)c(-c2cccc(NC(=O)CCCC(=O)O)c2)n1,-14%,0%,-1%,-1%,14%,5%,5%,6%,14%
Cc1ccc(O)c(CNn2cnnc2)c1,-7%,1%,-2%,3%,-4%,-5%,16%,15%,26%[59 µM]
COc1cc(/C=C2\CCC(C3CCCC3)C2=O)cc(OC)c1OC (configuration not stated),-13%,-2%,3%,-3%,2%,1%,-31%,-6%,-7%
O=C1CCCc2c1cc(-c1ccccc1)n2-c1ccc(O)cc1,-7%,-9%,39%,1%,-6%,-14%,-10%,-5%,4%
Nc1cc(=O)[nH]c(=O)n1-c1ccc(Cl)cc1,4%,2%,15%,-4%,-1%,-2%,-22%[58.9 µM],1%,5%
CSc1ncccc1C(=O)NCC1CCCCC1,-2%,?,3%,0%,nt,2%,13%,1%,-2%
CCCSc1nnc(Cc2cc(=O)[nH]c(=O)[nH]2)n1-c1cc(C)ccc1C,-1%,-7%,21%,-3%,-5%,-2%,6%,-2%,?
CCOc1ccc(CCNc2cc(C)nc3ncnn23)cc1OCC,-8%,-5%,-3%,3%,0%,-18%,14%,0%,12%
CCOC(=O)c1c(NC(=O)COC(=O)CCOc2ccccc2C)sc(C(=O)NC)c1C,-8%,nt,nt,nt,14%,-6%,5%,-9%,15%[2.33 µM]
COc1cc(OC)cc(C(=O)Nc2ccc(N(C)C)c3ccccc23)c1,-6%,3%,6%,-3%,-11%,7%,21%,11%,7%
Cc1cccc2cc(C(c3nnnn3CC3CCCO3)N3CCOCC3)c(=O)[nH]c12 (configuration not stated),-16%,-10%,-1%,0%,6%,-1%,18%,-6%,9%[59 µM]
Oc1oc(-c2ccco2)nc1C=Nc1cccc(Cl)c1,-9%,?,-24%,-6%,-21%,-15%,9%,0%,-9%
S=C(NCCc1ccccn1)Nc1ccccc1,-3%,1%,0%,2%,5%,-6%,2%,-3%,-5%
COc1ccccc1-n1cnc2cc(NS(=O)(=O)c3ccccc3)ccc21,-15%,?,3%,-7%,-33%,-11%,13%,-5%,?
CC(=O)c1ccc(N2CCN(S(=O)(=O)c3ccc4c(c3)CC(C)N4C(C)=O)CC2)cc1 (configuration not stated),-20%,-23%,2%,-2%,-18%,-3%,46%[activator],-2%,-20%
C=CCn1c2[n+](c3ccccc3c1=O)CCCCC2,2%,-5%,?,-5%,9%,-8%,-8%,36%[activator],?
CC(=O)OCC(NC(=O)C1CCCN1C(=O)OC(C)(C)C)C1OC(n2ccc(=O)[nH]c2=O)C(OC(C)=O)C1OC(C)=O (configuration not stated),nt,3%,nt,0%,nt,-14%,12%,1%,nt
Cc1cc(C)c([N+](=O)[O-])cc1NC(=O)CCS(=O)(=O)c1ccccc1,-7%,-3%,-8%,1%,3%,10%,7%,2%,4%
Cc1c(C(=O)NCc2ccc(F)cc2)sc2nc3n(c(=O)c12)CCC3,8%,-2%,-16%,-3%,0%,1%,4%,nt,-3%[59 µM]
CCOC(=O)CSc1nncc2ccc(OC)c(OC)c12,-1%,-9%,37%[activator],0%,-4%,0%,31%[activator],-7%,-12%
CN(c1ccc(Cl)cc1)S(=O)(=O)c1nnc(NC(=O)c2ccco2)s1,?,-5%&3%,?,-8%&-9%,-33%&33%,?,?,47%[activator],-72%
CCN(CC)N=Nc1[nH]nc2nc(C)cc(C)c12,-15%,-15%,33%,2%,0%,-7%,?,-2%,nt
COc1cccc(NC(=O)Nc2cccc(C(=O)O)c2)c1,-11%,-1%,27%,-2%,1%,0%,78%[activator],0%,12%
NS(=O)(=O)c1ccc(NC(=O)C2Cc3ccccc3C(=O)O2)cc1 (configuration not stated),-2%,-7%,-19%,-1%,0%,-3%,-23%,-6%,6%
Cc1nc(=O)c(-c2ccccc2)c(C)n1-c1ccc(O)cc1,9%,-14%,1%,-3%,-5%,11%,220%[activator],-5%,32%[59 µM]
Cc1[nH]c2ccccc2c1C(=O)CSC(=S)N1CCOCC1,-18%,-12%,0%,-7%,-5%,-2%,-22%[58.9 µM],-1%,3%
CC(C)Oc1ccccc1C1NC(=O)CCC1[N+](=O)[O-] (configuration not stated),-7%,-17%,-6%,-12%,6%,-8%,1%,-7%,5%
Cc1ccc(N2CC(NC(=O)C3CCCC3)CC2=O)cc1 (configuration not stated),-8%,3%,-2%,0%,-7%,-14%[60.1 µM],21%,nt,2%[59 µM]
O=C1C=C(NCc2ccc(Cl)cc2)CCC1,-4%,6%,-26%,2%,-7%,-23%,13%,2%,35%[activator][59 µM]
Cc1cc(/C=N/O)c(C)n1-c1cccc(Cl)c1,-5%,?,0%,-5%,50µM*,-7%,12%,0%,45µM*
O=C(Cc1cccs1)Nc1nnc(-c2ccccc2)s1,-15%,5%,16%,3%,-12%,9%,34%[activator],3%,-32%
CCOC(=O)c1c(C)c(C(=O)N2CCN(C(=O)c3ccco3)CC2)c(C)n1C,-12%,-6%,0%,3%,-36%,-12%,0%,-4%,-49%[59 µM]
O=C(COc1cccc2c1CCNC2=O)Nc1ccc(F)cc1,-22%,nt,nt,nt,9%,-14%,28%,27%,-46%[2.33 µM]
COc1cc(C(=O)NCCc2csc3nc(-c4ccccc4C)nn23)cc(OC)c1OC,-19%,36%[activator],-6%,-2%,6%,-8%[60.1 µM],0%,nt,38%[59 µM]
CC(CCc1ccccc1)NC(=O)COC(=O)c1cccs1 (configuration not stated),-2%,-14%,0%,-12%,-17%,1%,3%,3%,21%[12.7 µM]
O=C(OCCN1CCCC1)C1(c2ccccc2)CCCC1,-11%,-14%,3%,-2%,?,-2%,16%,-7%,?
CCOC(=O)[C@H]1[C@H]2COc3ccccc3[C@@H]2N2C(=O)c3cc(F)ccc3NC(=O)[C@@]12C,-18%,nt,nt,nt,1%,5%,14%,21%,13%[2.33 µM]
CCCCCC[N+](C)(C)CCSSCC[N+](C)(C)CCCCCC,3%,-2%,-2%,0%,-4%,18%,-3%,-1%,?
Cc1ccc(N2CCCCn3c2nc2c3c(=O)n(CC(=O)O)c(=O)n2C)cc1,-5%,-6%,10%,-2%,3%,2%,24%,3%,8%
Cc1ccc(CNS(=O)(=O)CCNC(=O)c2ccc3c(c2)OCO3)cc1,-4%,nt,nt,nt,14%,-9%,13%,-6%,-6%
c1cnc2nc(-c3ccc4c(c3)OCO4)cn2c1,-8%,71%[activator],2%,-1%,6%,-16%,46%[activator],0%,-1%
CN(Cc1ccccc1)S(=O)(=O)c1ccc(Cl)nc1,-15%,-12%,26%,-2%,3%,-5%,16%,-2%,66%[activator][59 µM]
Cc1ccc(-c2csc3ncnc(SCC(=O)Nc4nnc(C)s4)c23)cc1,-2%,-2%,?,-7%,-5%,4%,-6%,-2%,12%[59 µM]
O=C1C2CC=C(Cl)CC2C(=O)N1CCc1c[nH]c2ccccc12 (configuration not stated),-13%,?,-25%,-3%,-33%,5%,?,-1%,-47%[59 µM]
COC(=O)c1nnn(CC(=O)NC(=O)Nc2ccc(F)cc2)c1C(=O)OC,-8%&-16%,-6%&-12%,19%&-11%,1%&-2%,0%&8%,8%&-2%,11%&2%,1%,5%[59 µM]
CNc1c(NS(=O)(=O)c2cc(OC)ccc2OC)c(=O)oc2ccccc12,2%,-6%,27%,-11%,-1%,-15%,23%,-2%,9%
